# Compound activity: PubChem, several laboratories
# EBV LMP1 NFkB – EBV LMP1-driven NF-kappaB luciferase reporter inhibitors, primary screen, cell-based, luminescence, single point; LMP1-induced NF-kappaB luciferase reporter cells; inhibition, % at 12.5 µM; 350,000 tested, 0.69% active; in the data active means inhibition above about 41%;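 further: 0% = neutral control wells and 100% = reference inhibitor control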
# NR2F2 inh – NR2F2 transcriptional activity inhibitors, primary screen, cell-based, luciferase reporter, HEK293T, luminescence. HEK293T NGFI-A luciferase reporter. inhibition, % at 8.6 µM. 370,000 tested, 0.7% active;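 active means inhibition above a per-plate cutoff, mean inhibition of test wells between control levels plus 3 SD, cut at about 38% in these data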;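 further: cells cotransfected with COUP-TFII expression vector driving the NGFI-A reporter; 0% = median of COUP-TF2 test wells and 100% = reporter-only cells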
# TLR9-MyD88 inh – inhibitors of TLR9-MyD88 association in cells, primary screen, cell-based, CHO, BLA complementation, fluorescence; Toll-like receptor 9 (Homo sapiens) + Myeloid differentiation primary response protein …; CCF4 FRET ratio; inhibition, % at 4.98 µM; 340,000 tested, 0.21% active; AID 504734, 2011;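 active means inhibition above the mean over all tested compounds plus 3 SD, cut at about 21% in these data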;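 further: 0% = DMSO only wells and 100% = clavulanate BLA inhibitor control wells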
# SRC2 inh – inhibition of GAL4-SRC2 driven luciferase reporter, primary screen, SRC2 inhibitor project, cell-based, luminescence | Nuclear receptor coactivator 2 (Homo sapiens), Q15596 | HEK293 GAL4-SRC2 luciferase reporter | inhibition, % at 9 µM | 370,000 tested, 0.17% active | AID 651957, 2012;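 active means inhibition above the mean inhibition of all tested compounds plus 3 SD, set per campaign, cut at about 52% in these data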;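 further: 0% = DMSO treated cells and 100% = cells given Gossypol at 36 µM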
# NOD2-RIPK2 inh – NOD2-RIPK2 binding disruptors in cells, primary screen, fluorescence, CHO cells, BLA complementation; Receptor-interacting serine/threonine-protein kinase 2 (Homo sapiens), O43353; CCF4 ratio; inhibition, % at 4.98 µM; 360,000 tested, 0.38% active; in the data active means inhibition above about 21%;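 further: 0% = vehicle only and 100% = reference blocker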
# Target sequence (O43353 whole entry, looked up): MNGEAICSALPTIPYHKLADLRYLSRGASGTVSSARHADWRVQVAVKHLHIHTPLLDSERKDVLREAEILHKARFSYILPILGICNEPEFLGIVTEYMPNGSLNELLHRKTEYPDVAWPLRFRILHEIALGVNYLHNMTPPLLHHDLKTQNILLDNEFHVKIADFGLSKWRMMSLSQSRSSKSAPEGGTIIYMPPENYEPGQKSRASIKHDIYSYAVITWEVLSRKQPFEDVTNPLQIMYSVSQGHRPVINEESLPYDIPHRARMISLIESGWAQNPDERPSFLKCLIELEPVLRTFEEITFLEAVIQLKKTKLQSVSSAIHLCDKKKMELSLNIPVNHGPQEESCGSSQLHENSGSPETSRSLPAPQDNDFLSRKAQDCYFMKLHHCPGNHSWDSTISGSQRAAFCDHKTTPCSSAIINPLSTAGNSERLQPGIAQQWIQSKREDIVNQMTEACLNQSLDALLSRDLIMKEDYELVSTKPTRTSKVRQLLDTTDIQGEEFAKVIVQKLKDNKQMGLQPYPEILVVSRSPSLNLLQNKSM
# C8 TRAIL sens – viability loss with TRAIL in NB7+C8 cells, primary screen, TRAIL sensitizer project, cell-based, ATPlite luminescence; inhibition (viability loss, TRAIL sensitization), % at 10 µM; 360,000 tested, 1% active;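 active means compounds causing at least 50% loss of cell viability in the single-dose screen, relative to plate controls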
# TWEAK Fn14 block – inhibitors of TWEAK-Fn14 signaling, primary screen, luciferase reporter cells, uHTS. inhibition, % at 10 µM. 360,000 tested, 2% active. AID 1159606, 2016. TWEAK-stimulated Fn14 reporter cells, luciferase luminescence, 8 h; in the data active means inhibition above about 50%
# TROY NFkB inh – inhibitors of TROY-driven NF-kB signaling, primary screen, Q293 LMP1-TROYcd cells, NF-kB luciferase, uHTS | Q293 LMP1-TROYcd NF-kB luciferase reporter, 4 h | inhibition, % at 10 µM | 360,000 tested, 0.98% active | AID 1347056, 2019;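 active means compounds whose plate-normalised and pattern-corrected inhibition of the luciferase reporter signal at the single screening dose is 50% or more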
# SRC1 inh – SRC1 coactivator transcriptional activity inhibitors, primary screen, cell-based, luminescence | HEK293 GAL4-SRC1 luciferase reporter | inhibition, % at 3.6 µM | 360,000 tested, 0.12% active;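 active means inhibition above the campaign mean plus 3 SD, with each screening campaign given its own cutoff, cut at about 60% in these data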;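 further: 0% = DMSO treated cells and 100% = gossypol at 36 µM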
# NR5A2 inv ag – LRH-1 (NR5A2) inverse agonists, primary screen, cell-based, luminescence, HEK293T, StAR-luciferase reporter | 360,000 tested, 0.13% active | LRH-1 transfected, 24 h | Nuclear receptor subfamily 5 group A member 2 (Homo sapiens), O00482 | inhibition, % at 3.6 µM;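 active means inhibition above the mean inhibition of all tested compounds plus 3 SD, cut at about 73% in these data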;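 further: 0% = DMSO wells and 100% = reporter-only cells lacking LRH-1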
# Target sequence (O00482 whole entry, looked up): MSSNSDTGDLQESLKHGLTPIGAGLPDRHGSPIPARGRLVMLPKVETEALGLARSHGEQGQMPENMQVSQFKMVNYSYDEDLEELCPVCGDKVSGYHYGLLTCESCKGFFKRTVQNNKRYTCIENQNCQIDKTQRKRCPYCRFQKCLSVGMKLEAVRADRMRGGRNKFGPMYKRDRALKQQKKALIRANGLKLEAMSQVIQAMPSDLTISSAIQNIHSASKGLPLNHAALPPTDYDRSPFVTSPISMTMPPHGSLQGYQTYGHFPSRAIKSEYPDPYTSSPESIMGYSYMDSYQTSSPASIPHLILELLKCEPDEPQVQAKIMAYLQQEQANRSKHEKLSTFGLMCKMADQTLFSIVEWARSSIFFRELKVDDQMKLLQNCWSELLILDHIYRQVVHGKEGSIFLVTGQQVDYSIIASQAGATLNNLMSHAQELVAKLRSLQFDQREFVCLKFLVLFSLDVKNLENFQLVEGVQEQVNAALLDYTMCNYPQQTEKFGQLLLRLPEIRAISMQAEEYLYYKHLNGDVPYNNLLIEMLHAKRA
# SRC3 inh – SRC3 coactivator transcriptional activity inhibitors, primary screen, cell-based, luminescence; Nuclear receptor coactivator 3 (Homo sapiens), Q9Y6Q9; 360,000 tested, 0.17% active; HEK293 GAL4-SRC3 luciferase reporter; inhibition, % at 3.6 µM; AID 588352, 2011;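 active means inhibition above a per-campaign cutoff, the mean of all compounds plus 3 SD, cut at about 60% in these data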;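 further: 0% = DMSO-treated cells and 100% = gossypol-treated cells at 36 µM; higher means less SRC3-driven luciferase light from the GAL4 reporter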
# An asterisk follows results filed as active; . = not tested or not shown. Some of the compounds tested; rates above refer to the full screens.
SMILES,EBV LMP1 NFkB,NR2F2 inh,TLR9-MyD88 inh,SRC2 inh,NOD2-RIPK2 inh,C8 TRAIL sens,TWEAK Fn14 block,TROY NFkB inh,SRC1 inh,NR5A2 inv ag,SRC3 inh
Cc1ccc2c(c1C)NC(C)CC2C (stereo unspecified),7.2,3.6,2.7,1.4,-2.7,-1.1,10.7,-6.2,-8.2,1.6,4.4
C/C(=N\NC(=O)c1nn(C)cc1Br)c1ccc(NC(=O)c2ccncc2)cc1,0.1,-52.2,3.2,-15.7,3.9,3.0,-10.9,-36.9,-97.6,-83.2,-43.2
COc1ccc(/C=C(/NC(=O)c2ccco2)C(=O)Nc2cccc(C(=O)O)c2)cc1,-4.4,1.5,6.7,-6.0,-16.1,-13.9,-4.5,-36.1,-47.5,-22.7,3.2
CCCCN(C)C(=O)c1nc2ccccn2c1CN1CCN(C(=O)c2cccs2)CC1,-1.5,-27.1,-2.9,-9.7,-5.7,0.8,-10.4,6.7,-64.5,3.6,4.6
Cc1ccnc2nc(C(=O)Nc3nccs3)nn12,13.9,-6.6,6.4,-78.2,9.1,-8.4,-11.4,-62.2,-45.7,-29.8,-42.3
CC1(C(=O)Nc2cccc3cccnc23)CCN1C(=O)CC1CC1 (stereo unspecified),.,0.5,.,-15.6,-5.8,5.1,9.6,-19.5,-4.7,2.5,3.7
CCCCN1C(=O)C(CC(=O)NCCCCc2ccccc2)CC(C(=O)N(C)C)=C1C (stereo unspecified),2.0,4.1,-3.3,6.9,-6.5,7.5,4.3,-6.4,-10.1,-13.7,-2.9
CCCC(=O)c1c[nH]c(C(=O)NCc2cccnc2)c1,-4.7,-6.1,1.4,5.9,-9.8,-10.6,2.5,-19.9,0.2,7.2,4.1
O=C(NCC(c1ccc(F)cc1)N1CCOCC1)c1ccc(Br)o1 (stereo unspecified),3.5,-6.3,-2.4,-0.8,-11.8,21.4,2.5,-5.1,11.8,-10.3,11.4
CCOC(=O)c1cccc(NC(=O)c2cnc3ccccc3n2)c1,-13.2,-10.7,-15.8,-16.5,1.7,2.7,-29.0,-34.2,-50.7,-78.3,-12.8
CCCn1nc2cc(C(=O)NCC34CC5CC(CC(C5)C3)C4)ccc2c1OCC,-4.8,15.5,1.4,4.4,-1.2,10.2,1.5,-4.2,7.1,0.8,-1.8
COc1ccc(CNC(=O)CN(C(=O)c2csnn2)c2ccccc2F)cc1,8.9,-17.9,4.8,-15.1,7.3,0.2,4.5,-3.0,-10.0,-4.5,8.6
COc1ccc(C(=O)COC(=O)CCN2C(=O)C3CC=CCC3C2=O)c(OC)c1 (stereo unspecified),1.7,12.8,-1.1,-5.8,0.7,-9.7,-9.3,-20.9,-8.3,-8.3,-1.7
C/C=C/CSc1nc2c(c(=O)[nH]c(=O)n2C)n1C(C)C,-0.9,-26.3,-4.9,-15.5,-5.1,-7.9,-3.3,-7.3,-8.6,-1.8,14.3
O=C(CSc1nnc(NC(=O)C2CCC2)s1)NC1CC1,-3.2,11.1,-2.9,6.0,-12.8,13.6,15.4,-11.1,12.0,3.5,7.1
O=C(CSc1nnc(NC(=O)C2CC(=O)N(c3ccccc3)C2)s1)NCC1CCCO1 (stereo unspecified),0.0,-3.6,11.7,-11.7,-4.0,-9.9,12.1,9.4,-0.5,4.4,-21.7
Cc1cc(F)ccc1S(=O)(=O)N1CCCOC1CNC(=O)C(=O)NCCCN1CCOCC1 (stereo unspecified),2.9,4.3,4.8,-15.3,-4.4,-16.2,10.6,6.8,0.0,-9.2,-22.0
O=c1cc(-c2ccccc2)[nH]c2[nH]n(-c3ccccc3)c(=O)c12,-8.7,8.5,-2.3,12.7,-6.1,5.7,-1.6,-19.7,14.8,-6.5,6.0
CCCCn1c(SCC(=O)Nc2ccc(NC(C)=O)cc2)nc2ccccc2c1=O,2.6,-12.1,-1.1,3.7,1.8,-0.2,-4.3,15.1,-5.7,-1.0,-0.5
COc1ccc(S(=O)(=O)N2CCCCC2)cc1NC(=S)Nc1cccc(Cl)c1C,4.1,6.9,-1.3,3.0,-15.9,8.3,-1.7,-3.0,-6.4,17.4,13.3
CN(C)C=NC(=O)c1[nH]c2ccc(Cl)cc2c1-c1ccccc1,-4.1,22.4,4.0,4.2,-6.4,10.9,69.3*,42.6,-14.7,17.0,5.7
CCOC(=O)c1ccc(NC(=O)CCc2nnc3ccc(N4CCCC4)nn23)cc1,-13.4,3.5,-0.2,15.4,12.3,-4.2,-30.7,6.4,4.7,6.6,8.9
CC1CCCC(NC(=O)c2cc(-c3ccncc3)nc3ccccc23)C1C (stereo unspecified),-6.0,-10.8,8.0,-40.4,-18.5,11.9,-2.2,-22.8,-4.6,-2.2,-18.6
CCCCCCCC(=O)Nc1cc(C(=O)NCc2ccc(C)cc2)ccc1N1CCC2(CC1)CC(c1ccccc1)=NO2,-37.3,10.9,-6.5,-17.2,-2.4,14.0,-13.9,3.9,-1.2,-5.6,-4.1
Cc1ccc(-c2noc(CCC(=O)Nc3ccccc3C)n2)cc1,-1.6,10.1,-5.8,14.6,3.3,6.1,6.0,13.2,1.6,-3.9,11.3
COc1cc2[nH]c(=S)nc(Nc3ccc(NC(C)=O)cc3)c2cc1OC,-4.5,4.9,-9.6,0.9,-3.0,-0.1,3.6,7.6,6.9,9.4,7.8
CCc1nc2ccccc2c(=O)n1NC(=O)c1c(O)c2cccc3c2n(c1=O)CCC3,-6.5,-0.7,-2.8,-17.2,-13.1,36.8,7.9,19.5,3.9,-2.9,14.0
COc1cccc(Oc2nccc(N(C)C)c2C#N)c1,18.4,-17.1,.,-35.7,8.1,-13.5,-20.3,-25.1,-38.6,-34.0,-26.6
COc1ccc(NC(=O)c2cc(CC(C)C)on2)cc1OC,-19.8,-46.0,12.2,-22.7,8.7,-2.6,-6.1,-22.1,-19.3,-25.2,-41.0
CCOCCCNC(=O)c1c[nH]c2ccc(C)cc2c1=O,1.6,11.0,-3.3,-1.9,6.4,-6.1,16.1,-1.7,3.5,-0.1,4.9

# An excerpt from above in order of the SRC1 inh value, largest number first:
Molecule,EBV LMP1 NFkB,NR2F2 inh,TLR9-MyD88 inh,SRC2 inh,NOD2-RIPK2 inh,TWEAK Fn14 block,SRC1 inh,NR5A2 inv ag,SRC3 inh
COc1cc2[nH]c(=S)nc(Nc3ccc(NC(C)=O)cc3)c2cc1OC,-4.5,4.9,-9.6,0.9,-3.0,3.6,6.9,9.4,7.8
CCOC(=O)c1ccc(NC(=O)CCc2nnc3ccc(N4CCCC4)nn23)cc1,-13.4,3.5,-0.2,15.4,12.3,-30.7,4.7,6.6,8.9
Cc1ccc(-c2noc(CCC(=O)Nc3ccccc3C)n2)cc1,-1.6,10.1,-5.8,14.6,3.3,6.0,1.6,-3.9,11.3
CCCCCCCC(=O)Nc1cc(C(=O)NCc2ccc(C)cc2)ccc1N1CCC2(CC1)CC(c1ccccc1)=NO2,-37.3,10.9,-6.5,-17.2,-2.4,-13.9,-1.2,-5.6,-4.1

# Going on with the list:
SMILES,EBV LMP1 NFkB,NR2F2 inh,TLR9-MyD88 inh,SRC2 inh,NOD2-RIPK2 inh,C8 TRAIL sens,TWEAK Fn14 block,TROY NFkB inh,SRC1 inh,NR5A2 inv ag,SRC3 inh
O=C(Nc1ccc2c(c1)OCCO2)c1cncc(Br)c1,8.2,-29.3,0.8,-26.6,-0.5,41.7,9.2,-29.1,-69.7,-133.0,-45.0
O=C(O)CC1NC(=O)N(c2ccc(Cl)cc2)C1=O (stereo unspecified),-5.4,-13.5,1.1,2.2,-2.9,1.3,23.9,-19.9,3.4,-2.4,19.6
CCCNC(=O)C1CN(S(=O)(=O)c2ccc(Cl)s2)c2ccccc2O1 (stereo unspecified),2.8,3.8,-4.6,-3.9,-9.1,7.2,-24.6,-2.0,-2.0,-12.3,-1.8
CN1C(=O)C(O)(C2OC(C)(C)CCC2=O)c2ccccc21 (stereo unspecified),-0.3,1.2,0.0,5.2,-15.3,-2.1,-9.3,7.5,-30.3,-10.5,-5.1
COc1ccc(-c2cc(C(=O)N3CCN(c4ncccn4)CC3)c3ccccc3n2)cc1,-4.6,-4.1,-4.7,-60.9,-0.5,63.6*,-1.8,-43.3,-55.2,-24.5,-15.9
CN(CC(=O)NNC(=O)CCNS(=O)(=O)c1ccccc1)S(=O)(=O)c1ccc(Cl)cc1,6.6,-0.4,-2.2,25.0,13.4,-4.7,17.8,-22.7,11.0,-9.8,-18.1
Cc1cccn2c(=O)c(/C=C(\C#N)S(=O)(=O)c3ccccc3)c(N3CCN(C)CC3)nc12,0.6,1.3,-3.0,-29.4,2.8,-1.9,7.7,3.4,-8.8,-17.1,-9.9
COCCCNC(=O)C(=O)Nc1cc2c3c(c1)CCC(=O)N3CCC2,4.8,-10.5,1.4,9.1,-3.7,2.8,8.1,6.0,-0.5,-9.5,-21.7
O=C(Nc1cccnc1)c1ccc(S(=O)(=O)c2ccc(Cl)cc2)cc1,3.4,31.9,-8.9,16.2,-7.1,16.8,-10.5,30.0,-13.1,-8.4,9.8
O=C(Nc1ccc(Br)cc1)c1ccc(CSC2=NCCS2)cc1,-7.4,-18.3,-4.4,-16.0,-5.2,16.4,-24.1,-26.9,-33.9,-44.8,-23.8
CCOc1ccc(NC(=O)COc2ccc(OC)cc2)cc1,-4.4,9.7,5.3,8.7,-8.0,0.1,-21.7,3.1,1.1,-2.6,5.8
Nc1cccc2c1C(=O)N(Cc1nnc(-c3ccccc3Br)o1)C2=O,-7.0,-7.6,21.2*,-6.1,27.5*,-20.0,-5.6,-52.3,2.5,-31.0,7.4
O=C(c1ccccc1)N1CCOC(O)(c2ccccc2)C1c1ccccc1 (stereo unspecified),6.2,-2.0,-5.7,-8.2,-11.1,-10.8,10.6,-31.4,-12.6,-15.1,-10.0
COc1ccccc1N1CCN(C(=O)C(C)CS(=O)(=O)c2ccc3c(c2)NC(=O)CS3)CC1 (stereo unspecified),-5.0,-14.7,-11.8,11.1,-8.7,2.6,0.4,-12.0,1.2,-3.8,-47.3
CSc1ccc(C(=O)c2[nH]c(=O)[nH]c2C)cc1,8.9,-9.5,-9.3,-20.6,-14.8,-0.8,-12.6,-2.0,-49.4,-20.8,-14.5
CCOc1ccc(-n2ccc(=O)c(C(=O)Nc3ccc(S(=O)(=O)Nc4ncccn4)cc3)n2)cc1,-1.9,5.4,0.7,2.5,-1.9,1.2,6.5,-13.3,-0.3,-2.3,4.2
Cc1ccc(S(=O)(=O)NCC(C)NC(=O)CN2CCOCC2)cc1 (stereo unspecified),0.6,-5.6,7.5,-12.3,-0.4,4.4,34.6,-7.8,-2.8,-5.0,-2.2
CN=C1N(C)C[C@@H]2[C@@H]3C(=O)N(C)C(=O)[C@@H]3[C@](C)(C(=O)OC)N12,0.1,-3.0,-13.6,-25.8,0.4,-16.1,7.9,4.0,-7.8,-17.6,-3.4
